ASAP1 inh: inhibitors of human ASAP1 ArfGAP activity, primary screen, biochemical, fluorescence polarization; Arf-GAP with SH3 domain, ANK repeat and PH domain-containing protein 1 (Homo sapiens), …; ASAP1-stimulated ARF1 GTP hydrolysis, GDP FP detection; inhibition, % at 16.5 µM; actives 0.19% (n = 360,000); AID 624377, 2012; in the data active means inhibition above about 25%;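 further: 0% = vehicle with enzyme and substrate and 100% = no enzyme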
PLC-beta3 inh: human PLC-beta3 inhibitors, primary screen, biochemical, fluorescence. 1-phosphatidylinositol 4,5-bisphosphate phosphodiesterase beta-3 (Homo sapiens), Q01970. actives 0.18% (n = 370,000). Purified PLC-beta3, fluorogenic substrate. inhibition, % at 12.2 µM; in the data active means inhibition above about 11%;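 further: 0% = median of compound wells on plate and 100% = full blocker control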
proKLK7 act: proKLK7 zymogen activators, primary screen, biochemical, fluorescence intensity | AID 652039, 2013 | actives 0.9% (n = 370,000) | Kallikrein-7 (Homo sapiens), P49862 | purified proKLK7, EDANS-DABCYL substrate fluorescence; 100% is mature enzyme control, 0% vehicle | activation, % at 7 µM;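 active means activation above the mean of all tested compounds plus 3 SD, computed per campaign excluding outliers beyond control limits, cut at about 13% in these data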
Target sequence (P49862 whole entry, looked up): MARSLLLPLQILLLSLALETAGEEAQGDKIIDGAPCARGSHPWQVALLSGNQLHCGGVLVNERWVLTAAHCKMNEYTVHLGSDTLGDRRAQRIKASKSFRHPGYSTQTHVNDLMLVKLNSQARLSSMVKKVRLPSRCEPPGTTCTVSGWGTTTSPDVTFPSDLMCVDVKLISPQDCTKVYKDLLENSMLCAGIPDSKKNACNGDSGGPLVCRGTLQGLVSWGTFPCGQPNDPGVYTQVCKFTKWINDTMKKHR
PLCg1 inh: PLC-gamma1 enzyme inhibitors, primary screen, biochemical, fluorescence, purified enzyme; 1-phosphatidylinositol 4,5-bisphosphate phosphodiesterase gamma-1 (Homo sapiens), P19174; actives 0.84% (n = 370,000); inhibition, % at 12.2 µM; fluorogenic substrate; AID 720700, 2013; in the data active means inhibition above about 9.5%
UHRF1 MBD2 ctr: UHRF1 methylated DNA binding inhibitors, primary screen, counter-screen for MBD2 inhibitor project, biochemical, TR-FRET, human UHRF1, single concentration. UHRF1 binding to methylated oligo. AID 687016, 2013. E3 ubiquitin-protein ligase UHRF1 (Homo sapiens), Q96T88. inhibition, % at 4.4 µM. actives 0.75% (n = 370,000); in the data active means inhibition above about 21%;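 further: UHRF1 SRA domain binding a hemimethylated CpG hairpin DNA probe; 0% = median of test compound wells and 100% = reference inhibitor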
Target sequence (Q96T88 whole entry, looked up, the tested form may be a part): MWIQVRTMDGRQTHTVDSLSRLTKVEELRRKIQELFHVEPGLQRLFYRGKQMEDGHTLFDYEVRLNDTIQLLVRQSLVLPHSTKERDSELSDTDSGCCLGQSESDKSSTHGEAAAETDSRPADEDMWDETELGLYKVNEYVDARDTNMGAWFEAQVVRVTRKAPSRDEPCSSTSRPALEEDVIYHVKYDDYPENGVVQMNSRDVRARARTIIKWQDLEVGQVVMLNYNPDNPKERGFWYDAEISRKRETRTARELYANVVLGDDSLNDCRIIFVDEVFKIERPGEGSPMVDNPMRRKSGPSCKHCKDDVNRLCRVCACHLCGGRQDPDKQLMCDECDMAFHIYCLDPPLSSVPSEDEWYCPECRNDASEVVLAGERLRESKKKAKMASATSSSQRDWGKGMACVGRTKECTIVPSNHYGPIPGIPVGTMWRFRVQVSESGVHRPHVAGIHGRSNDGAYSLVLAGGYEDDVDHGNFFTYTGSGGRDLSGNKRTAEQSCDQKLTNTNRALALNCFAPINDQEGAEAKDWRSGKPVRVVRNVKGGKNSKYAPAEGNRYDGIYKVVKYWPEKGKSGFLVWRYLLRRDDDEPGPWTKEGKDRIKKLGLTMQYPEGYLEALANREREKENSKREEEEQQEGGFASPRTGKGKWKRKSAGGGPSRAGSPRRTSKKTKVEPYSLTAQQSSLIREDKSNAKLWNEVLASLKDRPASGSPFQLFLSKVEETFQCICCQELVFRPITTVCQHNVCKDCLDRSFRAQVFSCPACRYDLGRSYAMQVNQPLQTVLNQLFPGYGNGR
sPLA2-III inh: human group III sPLA2 inhibitors, primary screen, biochemical, QFRET, BODIPY PC-A2 liposome substrate | QFRET BODIPY PC-A2 liposome hydrolysis, fluorescence | inhibition, % at 12.2 µM | actives 0.56% (n = 370,000) | AID 743126, 2013;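 active means inhibition above mean plus 3 SD of compounds lying within the high and low control bounds, cut at about 19% in these data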;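 further: 0% = median of test compound wells and 100% = no enzyme DMSO wells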
Tn6 DDE FP: inhibitors of Tn6 peptide binding to fibrin DD(E), primary screen, biochemical, fluorescence polarization, human fibrin, Tn6 probe; Fibrinogen beta chain (Homo sapiens), P02675; Fibrin DD(E) TRITC-Tn6 fluorescence polarization displacement; inhibition, % at 8.3 µM; actives 0.21% (n = 370,000); AID 720509, 2013;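 active means inhibition above a per-campaign cutoff: mean of compounds within control limits plus 3 SD, cut at about 15% in these data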;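 further: 0% = median of all compound wells on the plate and 100% = blocking peptide control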
NR1D1 modulator: modulators of Rev-erb alpha DNA binding, primary screen, biochemical, FITC-DNA, fluorescence polarization, uHTS | activity, % at 10 µM | AID 1259318, 2017 | Rev-erbα–FITC-DNA binding, 90 min | Nuclear receptor subfamily 1 group D member 1 (Homo sapiens), P20393 | actives 0.79% (n = 370,000);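 active means activity above about 14%, limit read from the data; passing the limit was not always enough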;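 further: 0% = DMSO wells with 35 nM protein and 100% = DMSO wells with 750 nM protein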
Tn7 DDE FP: inhibitors of Tn7 peptide binding to fibrin DD(E), primary screen, biochemical, fluorescence polarization, human fibrin, Tn7 probe; Fibrinogen beta chain (Homo sapiens), P02675; FP displacement of FITC-Tn7 peptide from fibrin DD(E); 0% = median of compound wells per plate; inhibition, % at 8.3 µM; actives 0.13% (n = 370,000); AID 720508, 2013;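 active means inhibition above the mean of compounds falling within the control limits plus 3 SD of them, cut at about 14% in these data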;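 further: 0% = plate median of compound wells and 100% = 10 µM Aha-Tn7 peptide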
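Assay system: Human fibrin DD(E) protein | Medium: Tris buffer with calcium and detergent, pH 7.8 | Reagent: 0.1 µM fluorescent Tn7 | Compound dosing: Single point at 8.3 µM | Times: 10 min preincubation, 3 h with tracer, room temperature | Detection: Fluorescence polarization of the labelled Tn7 tracer | Controls: Aha-Tn7 high control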
ARFGAP1 inh: inhibitors of rat ARFGAP1 GAP activity, primary screen, biochemical, fluorescence polarization, GDP tracer; Arfgap1-stimulated ARF1 GTP hydrolysis, GDP FP detection; inhibition, % at 16.5 µM; actives 0.26% (n = 360,000); ADP-ribosylation factor GTPase-activating protein 1 (Rattus norvegicus), Q62848;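 active means inhibition above a per-plate limit, mean inhibition of low control wells plus 3 SD, cut at about 25% in these data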;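 further: 0% = DMSO wells with enzyme and 100% = wells lacking Arfgap1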
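Assay system: Rat Arfgap1 GAP domain (His6, aa 1-136), purified enzyme | Buffer or medium: HEPES 25 mM pH 7.5, NaCl 150 mM, MgCl2, DTT | Schedule: GTP hydrolysis reaction 2 h at 25 °C | Signal: FP of antibody-bound GDP Alexa 633 tracer, ex 620/em 688 nm | Measure: Percent inhibition of Arfgap1-stimulated GTP hydrolysis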
Numbers without * were called inactive.

SMILES	ASAP1 inh	PLC-beta3 inh	proKLK7 act	PLCg1 inh	UHRF1 MBD2 ctr	sPLA2-III inh	Tn6 DDE FP	NR1D1 modulator	Tn7 DDE FP	ARFGAP1 inh
N#Cc1ccc(NC(=O)COC(=O)c2cccc(S(=O)(=O)N3CCCC3)c2)cc1	-3	2	-0.2	5	-1	-18	8	2	4	-1
Cc1ccc(CNC(=O)c2c(C)cc(=O)oc2C)cc1	4	11	-0.1	3	1	-22	-7	2	-2	-3
CCC1(C)Cc2ccccc2-c2c1c(=O)n(-c1ccc(C)cc1)c1nnnn21 (configuration not stated)	-1	-4	0.1	-3	-1	3	1	-1	-5	1
O=C(Oc1cccc(C(=S)N2CCOCC2)c1)c1ccc([N+](=O)[O-])cc1	0	-5	-0.2	1	-1	2	-3	10	5	-5
O=C(c1cc(=O)[nH]c2ccccc12)N(Cc1nnc(-c2ccccc2Cl)o1)C1CC1	11	-76	2.4	-63	0	-7	-4	-2	-2	-1
CC(NC(=O)CN1C(=O)NC2(CCCCC2C)C1=O)c1ccccc1 (configuration not stated)	10	-8	0.0	-4	1	4	-9	-2	-1	1
CCC1(C(=O)OC)NC(c2ccco2)C2C(=O)N(c3ccc(C)cc3)C(=O)C21 (configuration not stated)	7	-5	0.0	-4	-2	0	-5	4	-8	-8
Cc1noc(C)c1S(=O)(=O)Nc1ccc2c(c1)C(=O)N([C@H](C)CO)C[C@H](C)[C@H](CN(C)C(=O)NC(C)C)OCCCC[C@@H](C)O2	1	8	0.8	11*	0	7	2	-1	-2	9
O=c1cc(N2CCCCC2)c(-c2ccccc2)n[nH]1	7	3	-0.1	1	0	0	4	-2	-2	13
CC(C)C[C@H](N)C(=O)N1CCC(C(=O)N[C@H](C(=O)NCc2ccc(F)cc2)C(C)C)CC1	12	7	-0.1	2	-1	1	5	1	6	0
COc1ccc(-c2nc[nH]c2[N+](=O)[O-])cc1	6	-4	-0.8	2	-1	-1	3	-6	4	-7
CC1(C)CN(C(Cc2ccccc2)C(N)=O)C1=O (configuration not stated)	-8	-3	-0.4	1	-2	-1	-2	-1	2	-1
CCOc1ccc2cc(S(=O)(=O)N3CCCCC3)ccc2c1	-10	-5	0.3	0	0	4	-5	-4	-2	7
COc1ccc(OC)c(C(=O)NC(CC(N)=O)c2ccc(NCCN3CCOCC3)c([N+](=O)[O-])c2)c1 (configuration not stated)	5	-1	-0.2	0	-6	9	8	2	3	8
COc1ccc([C@H]2C[C@H](O)[C@@H](n3cc(C4CC4)nn3)CN2CC2CCCCC2)cc1	10	-1	-0.7	-1	0	4	-5	7	-1	15

A different layout for three compounds above:
smiles | ASAP1 inh | PLC-beta3 inh | proKLK7 act | PLCg1 inh | UHRF1 MBD2 ctr | sPLA2-III inh | Tn6 DDE FP | NR1D1 modulator | Tn7 DDE FP | ARFGAP1 inh
CCOc1ccc2cc(S(=O)(=O)N3CCCCC3)ccc2c1 | -10 | -5 | 0.3 | 0 | 0 | 4 | -5 | -4 | -2 | 7
COc1ccc(OC)c(C(=O)NC(CC(N)=O)c2ccc(NCCN3CCOCC3)c([N+](=O)[O-])c2)c1 (configuration not stated) | 5 | -1 | -0.2 | 0 | -6 | 9 | 8 | 2 | 3 | 8
COc1ccc([C@H]2C[C@H](O)[C@@H](n3cc(C4CC4)nn3)CN2CC2CCCCC2)cc1 | 10 | -1 | -0.7 | -1 | 0 | 4 | -5 | 7 | -1 | 15

(further entries)
SMILES	ASAP1 inh	PLC-beta3 inh	proKLK7 act	PLCg1 inh	UHRF1 MBD2 ctr	sPLA2-III inh	Tn6 DDE FP	NR1D1 modulator	Tn7 DDE FP	ARFGAP1 inh
O=C(Nc1ccccc1)N(CCN1CCOCC1)Cc1cccc(Cl)c1	-4	0	-0.3	1	-2	-4	-7	3	4	-10
COc1ccc2cc(-c3ccn[nH]3)ccc2c1	-7	-3	0.3	2	-1	-11	-4	-6	-4	-6
CCOc1cccc(C2NC(=S)NC(C)=C2C(=O)Nc2ccccc2)c1 (configuration not stated)	0	0	0.1	2	4	24*	-4	1	-1	6
COc1ccc(C(=O)N2CCN(c3ccccc3)CC2)cc1S(=O)(=O)N1CCOCC1	-13	1	-0.8	0	1	-1	-3	0	3	2
O=C(CSc1nc2ccccc2c(=O)n1-c1ccccc1F)NC1CC1	10	-7	0.0	1	0	13	-5	4	-4	4
COc1ccc(Nc2cc(C)nc(N3CCOCC3)n2)cc1	-1	1	0.6	0	-1	0	10	2	1	-6
CCCC(C)C(=O)Nc1ccc(Cl)cn1 (configuration not stated)	15	3	-0.3	0	1	9	7	0	0	3
COc1cc(C(=O)O)ccc1OCc1ccncc1	3	4	-0.3	5	1	-2	0	4	-7	-6
C[C@]12c3[nH]c4ccc(Cl)cc4c3CCN1C(=O)[C@@H](CC(=O)NCCN1CCOCC1)C[C@@H]2C(=O)N1CCOCC1	-7	0	0.1	2	-3	-5	3	3	-4	9
CO/N=C(\N)c1nonc1N	-1	-2	0.2	4	0	1	1	2	4	8
N=c1n(CCO)c2ccccc2n1CCOc1ccc(Cl)cc1Cl	1	3	-0.4	1	0	6	5	3	-9	0
CCOc1ccnc(OCC)c1Br	0	1	0.5	4	0	7	-1	8	-4	4
N/C(=N\OC(=O)Cc1ccccc1[N+](=O)[O-])c1cccnc1	-12	-5	0.0	0	3	-13	-2	2	-2	-17
O=C(c1cccs1)N1C[C@@H](n2cc(-c3ccc(F)cc3)nn2)[C@H](O)C[C@@H]1c1ccccc1	8	-1	-0.1	4	-1	-5	-5	7	-5	6
COCc1c(Br)c(C)nc(OCC(=O)N/N=C/c2ccco2)c1C#N	-10	-3	-0.1	-1	-4	-10	-1	-3	8	1
CC[n+]1c(/C=C(\C)OC)sc2ccccc21	1	3	-0.6	5	2	8	10	0	0	-2
COc1ccc(NC(=O)c2cc(-c3ccccc3)nc3c2c(C)nn3-c2ccccc2)c(OC)c1	7	2	-1.1	2	2	7	2	-2	0	-3
Clc1cccc(OCCn2cncn2)c1Cl	-8	1	0.0	1	-1	0	5	2	-6	-4
COc1ccc(C(=O)NCc2ccc(-c3nc4ccccc4s3)cc2)cc1	8	-10	-0.5	-5	-3	-4	-10	1	8	11
Cc1ccccc1C(=O)OCC(=O)N(C)c1ccccc1	14	-5	-0.1	0	-4	-1	3	-2	-3	-9
CC(C)(C)NC(=O)c1cccc(NC(=O)c2ccc(NC(=O)c3ccco3)cc2)c1	6	-8	-0.1	-5	3	-3	-6	-1	3	1
CC1=CC(C)(C)N2C(=O)C3(C(C#N)=C(N)OC4=C3C(=O)CC(C)(C)C4)c3cccc1c32 (configuration not stated)	4	3	0.3	-3	21*	3	4	-1	-1	-3
CSc1ccc(CN(C)C(=O)c2cc(S(=O)(=O)NCc3ccccc3)ccc2C)cc1	-6	-2	1.1	0	0	-36	1	-3	2	-3
CCN(c1ccccc1)S(=O)(=O)c1ccc(Cl)c(C(=O)O)c1	-6	-1	0.0	0	21	-5	2	-3	4	2
Nc1[nH]c(C(=O)c2ccccc2)c(-c2ccc(Cl)c(F)c2)c1C(=O)NCCc1c[nH]c2ccccc12	1	-15	0.1	-9	-3	-44	-4	3	4	5
COc1ccc(OCC(O)CNCCNc2nccc(C(F)(F)F)n2)cc1 (configuration not stated)	3	-4	-0.3	2	0	-4	-5	-1	-10	10
CCCNC(=S)Nc1ccc(Br)cc1	4	1	0.0	3	-2	13	7	3	-3	-7
Cc1ccc(CNC(=O)Cn2cnc3c(NC(=O)OCc4ccccc4)ncnc32)o1	0	1	0.1	3	-1	-4	2	3	-5	6
C=C(C)C1CC=C(C)/C(=N/NC(=O)c2ccc(NC(=O)CC)cc2)C1 (configuration not stated)	4	0	0.3	-5	-4	-1	-1	-1	6	-3
N#CCCN1CCN(S(=O)(=O)c2ccc3c(c2)CCC3)CC1	16	-1	-0.6	-2	0	1	-2	2	-5	9
CCOC(=O)CSC1=C(C#N)C(c2ccc(C)s2)CC(=O)N1 (configuration not stated)	8	-5	1.5	-4	4	2	3	2	-3	7
Cc1cccn2cc(-c3cccc(S(=O)(=O)N4CC(C)OC(C)C4)c3)nc12 (configuration not stated)	2	-26	1.3	-20	0	-1	-3	5	-3	17
CCOC(=O)C1=C(C)OC(N)=C(C#N)C1c1cccc(C)c1 (configuration not stated)	-5	-28	-1.5	-16	-4	-20	2	-1	2	-2
COc1ccccc1NCC(=O)NN=C1CCS(=O)(=O)c2ccc(F)cc21	5	-6	0.9	-2	-1	-6	-3	3	0	17
COc1cccc(C(C)(O)c2nc(-c3ccc(OC)nc3)cs2)c1 (configuration not stated)	3	1	0.4	1	7	-9	-3	0	4	10
COc1ccc(N=N/C(=C\O)C(=O)c2cccs2)cc1	-11	-6	0.1	-9	-3	-1	-10	4	-3	3
Cc1onc(-c2ccccc2)c1C(=O)N(Cc1ccccn1)Cc1ccccn1	10	-4	0.1	3	4	16	-4	-1	-4	-4
COc1cccc(CNC(=O)CCS(=O)(=O)c2cccc3nonc23)c1	-2	-3	-0.6	-6	1	6	0	2	2	6
COc1ccc(-c2ccc3c(n2)CCCN3S(=O)(=O)c2ccc(C(F)(F)F)cc2)cc1	2	-139	0.5	-112	-1	7	-8	4	-6	3
CN1CCN(C(=O)Nc2ccccc2CC[N+](=O)[O-])CC1	-1	-8	0.6	-7	-4	-5	3	0	8	3
CC(=O)c1ccc(OC(=O)c2cccs2)cc1	0	-1	-0.3	4	0	2	3	5	3	-12
COC(=O)C1=C(C)N(Cc2ccc(Br)cc2)C(=S)NC1c1cccc(Br)c1 (configuration not stated)	4	0	-0.3	2	3	2	-2	0	-6	2
COc1ccccc1OCC(=O)NCCNC(=O)COc1ccccc1OC	-2	5	-0.2	2	-2	0	10	1	-2	5
COc1ccc(C)cc1N(C(=O)COc1ccccc1)c1nc2ccccc2s1	-3	1	0.3	3	1	10	-2	-2	0	9
COc1ccc(N2CCN(S(=O)(=O)c3c[nH]c(=O)[nH]c3=O)CC2)cc1	5	-2	0.2	0	0	0	6	-2	0	-6
CCCc1nc2nc(C)c(NS(=O)(=O)c3ccc(C)c(C)c3)c(=O)n2[nH]1	-2	-2	-1.0	-4	1	10	-7	-3	10	11
